# Screens from PubChem BioAssay.
# EBV gp42 inh = inhibitors of Epstein-Barr virus glycoprotein 42 | hit rate 0.42% among 220,000 | Fluorescence polarization binding assay, mP read-out | Q1HVG2 | inhibition, % (tested at 21.74 µM); in the data active = inhibition above about 50%
# Rad51 HR inh = blocks human Rad51 in homologous recombination | Q06609 | hRad51 DNA strand exchange, fluorescence dequenching | inhibition, % at 10 µM | hit rate 0.085% among 200,000;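 active = inhibition above 40% at the single screening dose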;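 also: 0% = DMSO control wells and 100% = blanks with heterologous ssDNA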
#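 Assay system: Human Rad51 nucleoprotein filaments preassembled on unlabelled ssDNA | Reagent: Donor/quencher-labelled 47-bp dsDNA substrate | Doses: One concentration, 10 µM final | Times: 37 °C 15-min filament assembly, 30-min compound preincubation, 15-min exchange | Technique: Fluorescein emission 520 nm, excitation 485 nm | Benchmarks: Plate control and blank wells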
# KCC2 mod = KCC2 (human) Cl- transport modulation; hit rate 2.2% among 190,000; Q9H2X9; B-score of Tl+ flux slope (higher = more flux/activation; lower = inhibition) at 10 µM; KCC2 cells, thallium flux FluoZin-2 fluorescence; AID 1456;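 active = thallium flux slope and its plate-corrected score both differing from the plate sample mean at a set confidence after two filtering rounds, in either direction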;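 also: slope of fluorescence scaled to starting intensity during 10 to 20 s after thallium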
# eIF4E-4G inh = eIF4E/eIF4G interaction inhibition in translation initiation. hit rate 0.37% among 220,000. AID 782. TR-FRET eIF4E-eIF4GI(517-606) binding, 2 h. P63073+Q04637. inhibition, % at 21.7 µM;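 active = inhibition above about 30%, limit read from the data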;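 also: 0% = full FRET control wells and 100% = background wells lacking eIF4GI fragment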
# TNF necrop inh = blocks TNF-alpha induced death of Jurkat FADD-/- cells; Jurkat FADD-/- TNF necroptosis rescue, ATP luminescence, 24 h; 0 = TNF only, 100 = no-TNF cells; activation (protection from cell death), % at 10 µM; hit rate 0.068% among 220,000; AID 463075;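 active = activation, meaning protection from cell death, of at least 50% relative to plate controls; inactive = activation below 50%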;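 also: necroptosis triggered by 40 ng/mL TNF-alpha added together with compound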
# L929 necroptosis = blocks zVAD induced death of L929 cells; L929 zVAD necroptosis rescue, ATP luminescence, 24 h; with zVAD 60 µM; viability rescue, % at 10 µM; hit rate 0.38% among 220,000; AID 1377;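 active = activation, scaled between plate controls, above about 75%, limit read from the data; inactive = activation under that limit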;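 also: 0% = zVAD with DMSO and 100% = DMSO alone without zVAD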
# PERK inhibitor = blocks human PERK kinase; CHO PERK-DD fusion, SEAP luminescence translation reporter; inhibition, % at 5.6 µM; hit rate 0.17% among 220,000; AID 1416;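 active = inhibition above the mean inhibition of all tested compounds plus 3 SD, set separately per screening campaign, cut at about 2.9% in these data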;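 also: PERK kinase domain activated by AP20187 dimerizer at 100 nM; 0% = DMSO with dimerizer and 100% = rapamycin at 8.4 µM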
# Target sequence (Q9NZJ5 whole entry, looked up, the tested form may be a part): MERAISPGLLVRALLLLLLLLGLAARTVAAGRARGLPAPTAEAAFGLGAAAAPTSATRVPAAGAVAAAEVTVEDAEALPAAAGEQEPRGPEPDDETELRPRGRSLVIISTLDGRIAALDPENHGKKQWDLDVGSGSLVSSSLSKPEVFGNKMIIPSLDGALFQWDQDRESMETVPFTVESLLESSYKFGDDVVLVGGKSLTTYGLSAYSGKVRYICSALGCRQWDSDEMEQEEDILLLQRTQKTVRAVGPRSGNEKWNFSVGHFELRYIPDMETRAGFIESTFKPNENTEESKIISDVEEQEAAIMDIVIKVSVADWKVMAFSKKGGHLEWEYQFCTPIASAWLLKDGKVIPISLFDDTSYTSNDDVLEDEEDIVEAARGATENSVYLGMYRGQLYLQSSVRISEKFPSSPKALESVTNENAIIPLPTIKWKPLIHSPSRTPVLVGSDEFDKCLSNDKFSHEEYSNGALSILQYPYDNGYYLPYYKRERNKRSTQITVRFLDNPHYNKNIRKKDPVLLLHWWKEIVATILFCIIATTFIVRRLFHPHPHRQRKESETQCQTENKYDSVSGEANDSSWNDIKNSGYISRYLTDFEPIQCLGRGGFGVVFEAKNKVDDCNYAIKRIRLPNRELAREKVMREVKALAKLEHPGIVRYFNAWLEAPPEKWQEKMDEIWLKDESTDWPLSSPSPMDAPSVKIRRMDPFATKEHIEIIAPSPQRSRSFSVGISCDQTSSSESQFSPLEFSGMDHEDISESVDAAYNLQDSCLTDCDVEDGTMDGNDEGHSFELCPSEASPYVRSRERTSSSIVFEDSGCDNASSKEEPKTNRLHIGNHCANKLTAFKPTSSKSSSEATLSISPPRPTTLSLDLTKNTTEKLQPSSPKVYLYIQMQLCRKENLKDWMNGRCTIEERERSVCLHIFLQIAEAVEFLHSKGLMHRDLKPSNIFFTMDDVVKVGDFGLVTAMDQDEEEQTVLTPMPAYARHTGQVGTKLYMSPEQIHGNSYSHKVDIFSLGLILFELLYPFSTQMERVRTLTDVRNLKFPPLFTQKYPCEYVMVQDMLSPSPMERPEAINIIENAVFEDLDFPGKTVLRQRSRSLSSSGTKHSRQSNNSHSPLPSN
# Mdm2 ligase inh = blocks human Mdm2 ubiquitin ligase activity; Q00987; cell-based MDM2 ubiquitination luciferase reporter, 2 h; 0 = plate control, 100 = twice control, blank-subtracted; signal enhancement, % at 5 µM; hit rate 0.11% among 210,000;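 active = signal enhancement of 30% or more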;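 also: luminescence tracks abundance of the self-degrading MDM2-luciferase fusion protein; higher signal means inhibition of MDM2 E3 ligase activity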
#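 Test system: stable mammalian line carrying autodegrading MDM2–luciferase fusion reporter; quantity: 2000 cells in each well; times: 4 h cell settling then 2 h compound exposure, 37 °C; detection: luminescence with SteadyLite reagent, 15 min at room temperature; evaluation: percent signal gain over controls, blank-subtracted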
# m-calpain inh = inhibitors of pig calpain II. purified calpain II, fluorogenic peptide substrate, 30 min. inhibition, % at 16 µM. hit rate 0.37% among 220,000. AID 1236;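 active = inhibition above about 50%, limit read from the data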
# Starred values were filed as active, the others as inactive; i = inactive; · = no result given; [ ] = remark or other dose.
SMILES,EBV gp42 inh,Rad51 HR inh,KCC2 mod,eIF4E-4G inh,TNF necrop inh,L929 necroptosis,PERK inhibitor,Mdm2 ligase inh,m-calpain inh
Cc1c(CCO)sc[n+]1CC(=O)OCCC12CC3CC(CC(C3)C1)C2,-19.7,7.6,0.146,-3.5,-2.7,1.0,1.5,11.2,-5.0
CC(=O)N1CSCC1C(=O)O (configuration not stated),1.7,-2.2,·,-1.8,-0.4,1.5,1.6,-11.4,-24.5
Cc1ccc(S(=O)(=O)Oc2ccc(/C=N/NC(=O)c3cccnc3)cc2)cc1,-5.8,9.4,-2.25,2.9,1.3,4.6,0.9,2.2,-21.9
C=CCN1CC2(c3ccccc3)CN(CC=C)CC(c3ccccc3)(C1)C2=O,-9.8,·,1.34,-1.6,-0.3,0.4,0.3,-2.9,-8.6
CCCC1S/C(=N/N=C/c2ccc(OC)cc2)N(Cc2ccc(OC)cc2)C1=O (configuration not stated),-16.2,1.9,·,20.7,-0.3,0.5,-0.1,-3.0,28.4
CCOC(=O)C1CCN(c2c(NCCCN3CCCCC3)c(=O)c2=O)CC1,-22.0,-4.5,0.56,-4.0,6.2,0.8,1.7,·,-8.1
Cc1ccc(NC(=O)CN(C)C(=O)CCCN2C(=O)c3ccccc3C2=O)cc1,-34.9,-10.9,-3.06*,-4.4[fluorescence artefact?],-5.6,-0.2,-0.8,-4.2,59.8*
CC(Oc1ccccc1)c1ccn[nH]1 (configuration not stated),-0.9,-12.4,0.0597,-1.8,0.2,0.3,1.0,-1.3,20.8
Cn1nnnc1SCCNS(=O)(=O)c1ccccc1,0.1,4.3,1.13,-5.2,0.4,0.1,1.6,-20.2,-2.5
CCOc1ccc(NC(=O)c2ccc(CNc3c(N4CCCC4)c(=O)c3=O)cc2)cc1,3.6,·,0.674,-8.1,-5.0,0.0,-0.3,-8.0,8.0
Cc1ccc(C(=O)N/C(=C\c2ccco2)C(=O)NCC2CCCO2)cc1C (configuration not stated),-19.6,0.8,1.19,4.8,-0.2,-0.1,-0.6,-25.4,-17.8
Cc1c(NC(=O)c2cc(=O)[nH]c3ccccc23)c(=O)n(-c2ccccc2)n1C,-7.7,1.1,-0.11,-1.3,-0.9,0.8,1.5,-7.6,-25.0
CCOc1ccc(CCNC(=O)COC(=O)c2cc(OC)cc(OC)c2)cc1OCC,-12.5,-1.3,-1.69,1.7,1.4,5.8,-0.6,3.8,13.2
O=C1CC(c2ccccc2)c2cc(O)ccc2O1 (configuration not stated),-13.9,7.1,-0.606,0.9,1.3,3.7,-0.1,-15.3,16.4
COc1cccc(NC(=O)CCN2CCN(C)CC2)c1,-1.9,-2.6,0.0624,2.0,0.3,1.2,1.2,-13.8,-53.6
CCN(CC)S(=O)(=O)c1ccc2c(c1)N(CC(=O)N(CCc1ccncc1)C(C)C)C(=O)CO2,-2.0,17.7,-1.16,0.2,-0.1,-1.0,0.3,-17.8,17.9
Cc1ccccc1CNC(=O)CCc1ccccc1,0.7,5.2,0.221,2.4,0.6,4.0,0.1,-2.1,-11.8
CCOc1cc(N2CCOCC2)c(OCC)cc1NC(=O)c1c(-c2ccccc2Cl)noc1C,-10.6,5.5,0.00135,7.5,1.5,0.8,-0.3,-7.0,-5.2
Oc1ccc(/C=N/N2CCN(C3c4ccccc4-c4ccccc43)CC2)cc1,-4.3,6.0,·,6.1,-0.5,0.0,2.2,-0.2,15.1
COC(=O)c1c(C)[nH]c(-c2csc(N)n2)c1C,-7.8,-25.9,0.0135,-2.2,-0.8,7.7,0.4,-15.8,-42.7
CC(=O)c1c(C)[nH]c(C(=O)CSc2nnc3ccccn23)c1C,-11.7,7.1,0.317,19.4,1.4,-0.4,0.7,-1.4,-7.5
Cc1ccc2[nH]c(=O)c(CN(CCCN3CCOCC3)C(=O)Nc3cccc(Cl)c3)cc2c1,12.6,·,-0.888,0.7,-0.3,·,-1.2,-1.3,-29.0
CCCN1CCN(CCCNC(=S)Nc2ccc3nc(N4CCN(CC)CC4)cc(C)c3c2)CC1,-11.1,1.3,-0.0971,5.5,-4.1,1.3,0.7,-7.0,-10.3
COc1ccc(OCC(=O)NNC(=O)c2ccc(-c3ccccc3)cc2)cc1,-5.5,·,-0.294,-20.5,-11.3,0.2,1.3,-11.9,-4.5
Cc1cc(C)nc(NC(=O)C(c2ccccc2)c2ccccc2)c1,-4.5,-9.2,-0.401,3.1,2.9,·,-0.7,-3.2,41.0

# Random excerpt: two records from the list, in no set order.
SMILES,EBV gp42 inh,Rad51 HR inh,KCC2 mod,eIF4E-4G inh,TNF necrop inh,L929 necroptosis,PERK inhibitor,Mdm2 ligase inh,m-calpain inh
Cc1c(CCO)sc[n+]1CC(=O)OCCC12CC3CC(CC(C3)C1)C2,-19.7,7.6,0.146,-3.5,-2.7,1.0,1.5,11.2,-5.0
Cn1nnnc1SCCNS(=O)(=O)c1ccccc1,0.1,4.3,1.13,-5.2,0.4,0.1,1.6,-20.2,-2.5

# (listing goes on)
SMILES,EBV gp42 inh,Rad51 HR inh,KCC2 mod,eIF4E-4G inh,TNF necrop inh,L929 necroptosis,PERK inhibitor,Mdm2 ligase inh,m-calpain inh
Cc1cc(N2CCCCC2)nc2ccccc12,-3.5,-11.3,-1.95,10.6,1.9,0.3,0.3,-7.4,-65.7
CCOC(=O)c1sc(=S)sc1SCc1cccc(C(F)(F)F)c1,-8.9,-5.2,0.773,-2.5,0.7,-0.1,0.9,-6.6,-15.5
O=C(Nc1ccccc1)N1CCCN(c2ccc(C(F)(F)F)cc2[N+](=O)[O-])CC1,-2.8,9.7,-0.517,-0.7,0.9,0.9,1.2,4.2,-4.9
Cc1oc(CC(C)C)cc1C(=O)Nc1ccc(C(=O)O)cc1,-5.1,-2.9,-1.15,-3.4,-0.4,0.3,-0.2,-10.1,0.0
CNC(=S)N/N=C/c1c(Cl)cccc1Cl,-6.2,·,5.38*,-5.0,1.7,·,0.1,-85.9,27.4
O=C(CCC(=O)c1cccs1)OCC(=O)N1CCN(S(=O)(=O)c2ccccc2)CC1,-17.3,1.0,·,3.5[fluorescence artefact?],-1.8,-0.2,-0.2,-15.5,-17.2
O=C(NCCCn1ccnc1)C(=O)NCc1ccccc1,-0.6,-5.6,-0.212,1.2,-1.2,-0.1,0.7,·,-2.8
COc1ccc(C2CC(c3ccc(Cl)cc3)n3nc(N)nc3N2)cc1 (configuration not stated),-2.2,-2.0,-0.0778,2.1,0.0,0.4,1.1,5.3,-43.0
COc1cc(CC(=O)NCc2ccc3c(c2)OCO3)cc(OC)c1OC,4.1,-7.4,·,-0.8,-0.3,-0.3,1.1,-2.3,2.9
O=C1CCCC2=C1C(c1ccncc1)n1c(nc3ccccc31)N2 (configuration not stated),-19.3,-2.4,1.25,5.2,1.1,1.9,-0.1,-1.1,i
Cc1ccc(C)c2c1[nH]c1ccc([N+](=O)[O-])cc12,7.7,6.4,1.41,-3.1[fluorescence artefact?],-3.3,-0.5,0.4,-18.1,-21.2
COc1cc(C(=O)Nc2nc3ccc4nc(C)sc4c3s2)cc(OC)c1OC,-12.2,0.3,0.133,-3.6,-0.1,0.5,-0.6,-13.2,-186.2
CCS(=O)(=O)c1ccc(O)c(NC(=O)CCCC(=O)O)c1,-11.2,·,0.0123,-6.2,2.4,0.0,2.0,-17.6,-2.8
CCS(=O)(=O)N1CCC(C(=O)NCc2cccnc2)CC1,-9.8,2.5,·,-3.8,-0.1,0.5,0.9,-3.0,2.8
CN1C(=O)CC(c2cn(Cc3ccccc3)c3ccccc23)C1=O (configuration not stated),-20.3,·,-0.106,1.7,-0.9,0.8,-0.1,4.0,10.0
Cn1cc([N+](=O)[O-])c(C(=O)Nc2ccc3nc(-c4ccccc4)[nH]c3c2)n1,-4.3,-4.3,-0.583,-2.9,-1.2,27.8,1.1,-22.2,-26.3
O=c1c(C(c2ccc(F)cc2)c2c(O)nc3n(c2=O)CCCS3)c(O)nc2n1CCCS2,-12.2,6.8,-0.0212,-9.6,2.2,-0.4,0.9,-1.8,9.9
CCOC(=O)CCc1nc2ccccc2[nH]c1=O,-33.2,-0.3,·,5.0,1.3,1.4,2.2,-2.1,-133.7
O=C(CN1CCOCC1)Nc1scc2c1c(=O)oc1ccccc12,-14.8,-22.4,-0.771,-3.7,-15.5,4.9,0.6,-1.5,-28.9
Cc1cccc(OCc2nnc(SC(C)C(=O)O)n2Cc2ccccc2)c1 (configuration not stated),-13.9,-4.0,0.683,1.3,0.1,4.5,1.4,-3.1,-42.7
CC1CCN(S(=O)(=O)c2ccc(Br)s2)CC1,-12.2,2.4,·,1.8,-1.0,-0.1,0.6,-18.1,1.9
Cc1nn(-c2ccccc2)c(N2CCCC2)c1/C=N/Nc1ccc(S(N)(=O)=O)cc1[N+](=O)[O-],4.9,7.3,-0.862,-3.8,-3.7,0.1,0.5,-14.1,-72.5
O=C(O)c1cc(-c2ccc(/C=N/N3C(=O)C4C5C=CC(CC5)C4C3=O)o2)ccc1Cl (configuration not stated),-0.7,-0.5,-9.69*,0.4,0.3,4.7,0.8,-11.2,-9.7

# By substructure, the entries above with an NH in an aromatic ring.
SMILES,EBV gp42 inh,Rad51 HR inh,KCC2 mod,eIF4E-4G inh,TNF necrop inh,L929 necroptosis,PERK inhibitor,Mdm2 ligase inh,m-calpain inh
CC(Oc1ccccc1)c1ccn[nH]1 (configuration not stated),-0.9,-12.4,0.0597,-1.8,0.2,0.3,1.0,-1.3,20.8
Cc1c(NC(=O)c2cc(=O)[nH]c3ccccc23)c(=O)n(-c2ccccc2)n1C,-7.7,1.1,-0.11,-1.3,-0.9,0.8,1.5,-7.6,-25.0
COC(=O)c1c(C)[nH]c(-c2csc(N)n2)c1C,-7.8,-25.9,0.0135,-2.2,-0.8,7.7,0.4,-15.8,-42.7
CC(=O)c1c(C)[nH]c(C(=O)CSc2nnc3ccccn23)c1C,-11.7,7.1,0.317,19.4,1.4,-0.4,0.7,-1.4,-7.5
Cc1ccc2[nH]c(=O)c(CN(CCCN3CCOCC3)C(=O)Nc3cccc(Cl)c3)cc2c1,12.6,·,-0.888,0.7,-0.3,·,-1.2,-1.3,-29.0
Cc1ccc(C)c2c1[nH]c1ccc([N+](=O)[O-])cc12,7.7,6.4,1.41,-3.1[fluorescence artefact?],-3.3,-0.5,0.4,-18.1,-21.2
Cn1cc([N+](=O)[O-])c(C(=O)Nc2ccc3nc(-c4ccccc4)[nH]c3c2)n1,-4.3,-4.3,-0.583,-2.9,-1.2,27.8,1.1,-22.2,-26.3
CCOC(=O)CCc1nc2ccccc2[nH]c1=O,-33.2,-0.3,·,5.0,1.3,1.4,2.2,-2.1,-133.7
